BRCA1 expr act: increases BRCA1 expression; MCF7-BRCA1-FFLuc reporter, luminescence, 48 h; response scale: scaled: vehicle 0%, 10 µM genistein 100%; Potency, µM (series often up to 46.1 µM), without a hit: at the highest dose activation, usual class: activators; 1.1% of 380,000 active; active means well fitted activation curve with a large enough effect; inconclusive means small, poorly fitted or top-dose-only effect; inactive means no such curve, though single readings can be large or run the other way; further: nearly all actives have a fitted effect of over 80% in size; some results filed as inactive show a strong effect at the top dose
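First, MCF7-BRCA1-FFLuc cells (2000/well) attach for 2 h; next, compounds are pin-added and incubated 48 h at 37 °C; finally, luciferase reagent is added and luminescence read after 15 min.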
An asterisk follows results filed as active; ? = inconclusive; [ ] = remark or other dose. Potency means the concentration at half of the fitted maximal effect.

Start of the data: the first four entries, to show the layout:
SMILES | BRCA1 expr act
C[C@@H]1CN([C@@H](C)CO)C(=O)CCCn2nncc2CO[C@H]1CN(C)C(=O)Nc1ccc(-c2cccs2)cc1 | -9.8%
COC1=CC(=O)C=C(OC)C1(O)CC(C)=O | -13.1%
Cc1nc2ccccc2n1/N=C/c1ccc([N+](=O)[O-])o1 | -105.4%[inhibitor]
CN(Cc1ccccc1)c1nccn2ccnc12 | -8.4%

The whole of this part, from the start:
SMILES | BRCA1 expr act
C[C@@H]1CN([C@@H](C)CO)C(=O)CCCn2nncc2CO[C@H]1CN(C)C(=O)Nc1ccc(-c2cccs2)cc1 | -9.8%
COC1=CC(=O)C=C(OC)C1(O)CC(C)=O | -13.1%
Cc1nc2ccccc2n1/N=C/c1ccc([N+](=O)[O-])o1 | -105.4%[inhibitor]
CN(Cc1ccccc1)c1nccn2ccnc12 | -8.4%
CC1CC(C)(C)C2=NCCN21 (stereo unspecified) | 0.0%
COc1cccc(OC)c1C(=O)Nc1ccccc1Sc1ccccc1 | -28.3%
O=C(OCc1ccccc1)N1CCC2CC1c1cc(Cl)ccc12 (stereo unspecified) | 56.5%
C/C(=N\NC(=O)C(O)c1ccccc1)c1ccc(C)s1 (stereo unspecified) | 69.5%
COc1cc(C(=O)N(C)C2CCCCC2)cc(OC)c1OC | -12.6%
CC1(C)C2CC[C@]3(C)C(CC=C4[C@@H]5C[C@@](C)(CO)[C@@H]6C[C@@]5(CC[C@]43C)C(=O)O6)[C@@]2(C)CC[C@@H]1O (stereo partly specified) | 19.6%

Structural class, the entries above containing a carbonyl joined to an NH by a bond outside any ring.
SMILES | BRCA1 expr act
C[C@@H]1CN([C@@H](C)CO)C(=O)CCCn2nncc2CO[C@H]1CN(C)C(=O)Nc1ccc(-c2cccs2)cc1 | -9.8%
COc1cccc(OC)c1C(=O)Nc1ccccc1Sc1ccccc1 | -28.3%
C/C(=N\NC(=O)C(O)c1ccccc1)c1ccc(C)s1 (stereo unspecified) | 69.5%

Later entries.
SMILES | BRCA1 expr act
CCOC(=O)/C=c1/s/c(=C/c2ccc3cc(OC)ccc3c2)c(=O)n1CC(=O)NCc1ccc2c(c1)OCO2 | 0.4%
CC(C)C[C@H]1CNC(=S)N1CC1CCN(CCCC2CCCC2)CC1 | -14.8%
CC(=O)Nc1sc(C)c(C)c1C(=O)OCC(=O)Nc1ccccc1C(F)(F)F | -12.4%
CCNC(=O)C1(C)CCCN(C(=O)c2sccc2C)C1 (stereo unspecified) | 7.2%
O=C(Nc1nnc([C@@H]2C[C@H](O)[C@@H](CO)O2)s1)c1cccc(Oc2ccccc2)c1 | 10.9%
CC(=O)N1CCN(Cc2cc(=O)oc3cc(C)c(C)cc23)CC1 | 0.1%
CC(C)(C)c1ccc(CC(=O)N2CCC2(C)C(=O)NS(=O)(=O)Cc2ccccc2)cc1 (stereo unspecified) | 4.6%
COc1ccc(NS(=O)(=O)c2cc(NC(=O)CCc3ccccc3)ccc2N2CCOCC2)cc1 | -17.8%
COc1ccc(C(=O)NNC(=S)NC(=O)c2ccc(Cl)cc2)cc1 | -22.3%
CC(C)=CCCC(C)=CCN1C(=O)CN(C)C1=O | 10.0%
COc1ccccc1Cc1c(-c2ccc(F)cc2)nc2ccc(Cl)cn12 | 80.1%
COC(=O)c1c(N)[nH]c(C(=O)c2ccccc2)c1-c1ccc(Br)cc1 | -0.9%
CC(c1ccccc1C(=O)O)c1cc(F)cc2ccccc12 (stereo unspecified) | -39.2%
COc1ccc(CN2CCC[C@]3(N[C@H](c4ccccc4)[C@@H]4C(=O)N(C)C(=O)[C@@H]43)C2=O)cc1 | 3.2%
C=CCN(c1ccccc1OC)S(=O)(=O)c1cccc(C(=O)NCC(c2ccc(OC)cc2)N2CCCC2)c1 (stereo unspecified) | -46.4%
COc1ccc(S(=O)(=O)N2CCCCC2)cc1NC(=O)C1CC1(Cl)Cl (stereo unspecified) | -20.5%
CCn1c2ccccc2c2cc(/C=C3\C=Cc4ccccc43)ccc21 | 0.0%
COc1ccccc1-c1cc(NC(C)=O)c2ncc(-c3cccc(C(F)(F)F)c3)n2c1 | 0.0%
OCC[C@@H]1C[C@H](O)[C@@H](O)[C@]2(OCc3ccc(CO)cc32)O1 | 1.2%
CC1(Cc2ccc(F)cc2)C(=O)Nc2c(Cl)cccc21 (stereo unspecified) | 18.8%
CCCCC1SC(N)=NC1=O (stereo unspecified) | 1.4%
CCCCn1nnnc1C1(C)CCC(=O)N1CC1CCCCC1 (stereo unspecified) | -1.9%
CC1(C(=O)Nc2cccc(C#N)c2)CCN1C(=O)CCc1ccccc1 (stereo unspecified) | 17.7%
Cc1c(NC(=O)CSc2nnc(C(C)N(C)C)n2-c2ccccc2)c(=O)n(-c2ccccc2)n1C (stereo unspecified) | -10.6%
Fc1ccc(/C=C/c2nccc3ccccc23)cc1 | 0.0%
Cc1ccc(NC(=O)C2(C)CCN2C2Cc3ccccc3C2)cc1 (stereo unspecified) | 0.0%
CC1(C(=O)NCCc2c[nH]c3ccccc23)CCN1Cc1csc2ccccc12 (stereo unspecified) | 4.2%
COc1cc(C(=O)NCCC(=O)NCc2cccs2)cc(OC)c1OC | -5.9%
CCOC(=O)CCCCC1C(CCCC(=O)OCC)C=NN1C (stereo unspecified) | -15.0%
CN(CCO)c1ccc2c(c1)OC[C@H](Cc1ccccc1)NS2(=O)=O | -0.2%
COc1ccc(CNC(=O)c2ccc(Cl)c(S(=O)(=O)N3CCCCCC3)c2)cc1 | -12.7%
Clc1ccccc1NN(Cc1ccccn1)c1ccccc1Cl | 2.0%
Cc1ccc(C(O)c2ncc(-c3cccc(C(F)(F)F)c3)[nH]2)cc1 (stereo unspecified) | -26.5%
CCC(=O)N1CCC1(C)C(=O)Nc1cc(OC)ccc1OC (stereo unspecified) | 12.0%
CCOC(=O)c1cnc(Nc2nc3ccccc3o2)nc1CSc1ncccn1 | ?
CC1CC(=Cc2ccc(N)cc2)C(=O)O1 (stereo unspecified) | 78.8%
O=C(Nc1ccccc1)c1cc2ccccc2s1 | ?
COc1cc2c(NC3CCN(C)CC3)nc(N3CCCN(C)CC3)nc2cc1OCCCC(C)C | -70.5%
COc1ccc(-c2oc3c(c2C#CC2(O)CCCCC2)C(OC(C)=O)CCC3)cc1 (stereo unspecified) | -22.6%
O=C(NCC1CCCO1)c1ccc2c(c1)S(=O)(=O)c1ccccc1C2=O (stereo unspecified) | -28.5%
COc1ccc(CN(C)C(=O)CCNS(=O)(=O)c2ccccc2)c(OC)c1 | 2.3%
COc1ccc(CN(C)C(=O)C2CC(=O)N(c3ccc4c(c3)OCCO4)C2)cc1 (stereo unspecified) | -11.4%
CC(C)(C)C(=O)N1CCN(c2ccc3c(c2)C2CC3CCN2C(=O)OCc2ccccc2)CC1 (stereo unspecified) | 5.8%
O=C1NC[C@@H](CCCCN2C[C@H](Cc3ccc(O)cc3)N(Cc3ccccc3)C(=O)C2=O)N(Cc2ccccc2)C1=O | 1.7%
COC(=O)c1c(-c2ccc(N(C)C)cc2)oc2c1C(OC)CCC2 (stereo unspecified) | 48.9%
Cc1cc2oc3cc(NCCC4CCCN4C)ccc3c(=O)c2cc1C (stereo unspecified) | 96.5%
COc1ccc(Cc2c(C3CCCCC3)nc3c(Cl)cc(C(F)(F)F)cn23)c(C)c1 | 16.5%
COc1cccc(CNCc2cccc(OC)c2O)c1O | -31.0%
Cc1ccc(-n2nnnc2-c2cccs2)cc1[N+](=O)[O-] | 8.1%
COc1ccc(CC(=O)Nc2ccccc2C(F)(F)F)cc1S(=O)(=O)N1CCOCC1 | 4.4%
(next part)
SMILES | BRCA1 expr act
COc1cccc(-c2cnc(C(O)c3ccc(F)c(F)c3)[nH]2)c1 (stereo unspecified) | 29.4%
CC(O)(c1ccccc1)c1nc(-c2ccc(Cl)cc2)cs1 (stereo unspecified) | -14.7%
CC1(c2nnnn2-c2ccc3c(c2)OCCO3)CCC(=O)N1C1CCN(Cc2ccccc2)CC1 (stereo unspecified) | 20.0%
COc1ccc(NS(=O)(=O)c2cc(NC(=O)CCc3ccc(OC)c(OC)c3)ccc2N2CCOCC2)cc1 | 0.2%
CN1CCN([C@H]2CS(=O)(=O)N[C@@H]2COCc2ccccc2)CC1 | 19.8%
C[C@H]1CCCCO[C@H](CN(C)C(=O)C2CCCCC2)[C@@H](C)CN([C@@H](C)CO)C(=O)c2cc(NC(=O)NC3CCCCC3)ccc2O1 | -14.2%
COc1ccc(NS(=O)(=O)c2cccc(C(=O)NCc3ccccc3CN3CCOCC3)c2)cc1 | -8.9%
COc1ccc(NC(=O)N(Cc2cccnc2)Cc2ccccc2Cl)c(OC)c1 | -6.7%
COC(=O)c1ccc2nc(-c3ccc(OC)c(OC)c3)c(Cc3ccc(OC)cc3C)n2c1 | -7.9%
Cc1ccccc1NC(=O)COC(=O)c1c(C)nn(-c2ccccc2)c1C | -3.8%
COC(=O)C1=C(C(=O)OC)[C@@H]2N(C)c3ccc(OC)cc3[C@@]23C[C@@H](C(=O)OC)N(C(=O)COCc2ccccc2)C3=N1 | -5.8%
Cc1cc(NC(=O)NC(=O)c2ccccc2NC(=O)CN)ccc1Oc1ncc(Br)cn1 | -66.4%
COc1ccc(CN(C)C[C@H]2OCCCC[C@H](C)Oc3ccc(NC(=O)CCC(F)(F)F)cc3C(=O)N([C@@H](C)CO)C[C@@H]2C)cc1 | 2.3%
O=C(Nc1nnc([C@@H]2C[C@H](O)[C@@H](CO)O2)s1)c1ccc(Oc2ccccc2)cc1 | -1.3%
COc1cccc(S(=O)(=O)N(C)C[C@@H]2Oc3cc(C#CCN(C)C)ccc3S(=O)(=O)N([C@H](C)CO)C[C@@H]2C)c1 | -1.4%
CC1CC(NC(=O)c2c(O)nc3ccccn3c2=O)CC(C)(C)C1 (stereo unspecified) | -15.3%
COc1ccccc1Cc1c(-c2ccc(OC)c(OC)c2)nc2ccc(Br)cn12 | -58.9%
O=C(c1ccoc1)N1CCN(c2cc(-c3ccco3)nc3cc(-c4ccccc4)nn23)CC1 | -52.7%
CC(C)(C)OC(=O)N1CCc2onc(-c3ccc([N+](=O)[O-])cc3)c2C1=O | 16.6%
COc1ccc(-c2oc3ccc(-c4ccc(OC)nc4)cc3c2-c2ccc(OC)cc2)cc1 | 1.9%

Four entries already listed, arranged by their value in BRCA1 expr act, falling:
Molecule	BRCA1 expr act
COc1ccc(CN(C)C[C@H]2OCCCC[C@H](C)Oc3ccc(NC(=O)CCC(F)(F)F)cc3C(=O)N([C@@H](C)CO)C[C@@H]2C)cc1	2.3%
COc1ccc(-c2oc3ccc(-c4ccc(OC)nc4)cc3c2-c2ccc(OC)cc2)cc1	1.9%
COC(=O)C1=C(C(=O)OC)[C@@H]2N(C)c3ccc(OC)cc3[C@@]23C[C@@H](C(=O)OC)N(C(=O)COCc2ccccc2)C3=N1	-5.8%
O=C(c1ccoc1)N1CCN(c2cc(-c3ccco3)nc3cc(-c4ccccc4)nn23)CC1	-52.7%

(next part)
SMILES | BRCA1 expr act
CC1(C(=O)NS(=O)(=O)c2ccccc2Cl)CCN1C(=O)C1(c2ccccc2)CC1 (stereo unspecified) | -2.6%
COc1ccc(S(=O)(=O)NC(=O)C2(C)CCN2C(=O)Cc2cccc3ccccc23)cc1 (stereo unspecified) | 0.0%
CCOC(=O)C1=CCN(S(=O)(=O)c2ccc(F)cc2)C1c1ccccc1 (stereo unspecified) | -4.6%
O=C(NC1CCCc2ccccc21)c1cccc(F)c1 (stereo unspecified) | -6.3%
CC(=O)c1ccc(OCC(=O)Nc2ccc3c(c2)OCO3)cc1 | -1.9%
CC(C)C[C@@H](CNCC(=O)[C@H](Cc1c[nH]c2ccccc12)NC(=O)c1[nH]cnc1C(=O)N[C@@H](C)CN)NC(=O)c1nc[nH]c1C(=O)N[C@@H](CC(=O)O)C(=O)O | -5.5%
OCC1OC(c2ccccc2)OC2COC(c3ccccc3)OC12 (stereo unspecified) | 26.8%
C[C@H]1CN([C@@H](C)CO)C(=O)CCCn2nncc2CO[C@@H]1CN(C)Cc1ccncc1 | -5.9%
CCCCCCCCN1C(=O)[C@H](CC(=O)N2CCN(C(=O)C3CC3)CC2)C[C@@]2(C(=O)OCC)CCCC=C12 | -4.2%
CCc1nc2c(OCc3ccccc3OC)cccn2c1N(C)C(=O)C(C)C | -13.1%
CCOC(=O)[C@]12CCC=C1N(Cc1ccco1)C(=O)[C@H](CC(=O)N1CCN(C(=O)C3CC3)CC1)C2 | 16.2%
COc1cc(OC)cc(C(=O)NCC(=O)NCCN2C(=O)S/C(=C\c3ccc4c(c3)OCO4)C2=O)c1 | 12.3%
COCC1CCN(C(=O)c2cc(COc3ccc(F)cc3Cl)on2)C1 (stereo unspecified) | 8.7%
Cc1cc(NC(=O)CSc2nc3c(c(=O)n2-c2ccc(Cl)cc2)SCC3)no1 | 2.9%
CCN1C(=O)N[C@H](c2ccc(Br)cc2)C(C(=O)OC)=C1C | -2.8%
O=S(=O)(Nc1ccc(NS(=O)(=O)c2ccccc2)c(Cl)c1)c1ccccc1 | -16.8%
Cc1ccn2c(NC3CCCCC3)c(-c3ccc(SC4CCCCC4)cc3)nc2c1 | -2.5%
Cn1c(NCc2ccccc2Cl)nc2ccccc21 | 3.55µM*
CC(C)NC(=O)C1(C)CCCCCN1C(=O)c1ccc(-c2ccccc2)cc1 (stereo unspecified) | 0.0%
CC(=O)Nc1ccc(CN(C)c2c(C)nc3ccc(C(=O)NC4CCN(Cc5ccccc5)CC4)cn23)cc1 | -32.6%
Cc1ccc([C@H]2C[C@H](O)[C@@H](n3cc(-c4ccc(F)cc4)nn3)CN2C(=O)C2CCCCC2)cc1 | -45.7%
CCCCCC(=O)N1C[C@@H](n2cc(-c3ccc(F)cc3)nn2)[C@H](O)C[C@@H]1c1ccc(OC)cc1 | -31.1%
Cc1ccccc1NC(=O)Nc1nc(C2CCC(=O)N2)cs1 (stereo unspecified) | 1.4%
CSCCC(NC=O)C(=O)NC(C)C(=O)O (stereo unspecified) | -7.9%
CCCCNC(=O)C[C@@H]1C[C@@]2(C(=O)OC)CCCCC=C2N(CCC2=CCCCC2)C1=O | -14.3%
Nc1ccn([C@@H]2O[C@H](CNC(=O)[C@@H](Cc3cn(COCc4ccccc4)cn3)NC=O)[C@@H](O)[C@H]2O)c(=O)n1 | 1.3%

A portion of the library, so the mix of outcomes need not match the whole.
